S1P3 antagonist: blocks the human S1P3 receptor; Q99500; CHO S1P3 NFAT-BLA reporter, FRET fluorescence, antagonist mode; inhibition, % at 4.98 µM; 170,000 compounds, 0.27% hits;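 active = inhibition above the plate cutoff, the mean inhibition of test wells on that plate plus 3 SD, cut at about 28% in these data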;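 note: cells challenged with S1P at its EC80 of 0.8 µM; blue over green emission ratio from cleaved BLA substrate after 4 h stimulation; 0% = S1P-stimulated wells and 100% = unstimulated DMSO-only wells; some compounds past the cut are filed as inactive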
Target sequence (Q99500 whole entry, looked up): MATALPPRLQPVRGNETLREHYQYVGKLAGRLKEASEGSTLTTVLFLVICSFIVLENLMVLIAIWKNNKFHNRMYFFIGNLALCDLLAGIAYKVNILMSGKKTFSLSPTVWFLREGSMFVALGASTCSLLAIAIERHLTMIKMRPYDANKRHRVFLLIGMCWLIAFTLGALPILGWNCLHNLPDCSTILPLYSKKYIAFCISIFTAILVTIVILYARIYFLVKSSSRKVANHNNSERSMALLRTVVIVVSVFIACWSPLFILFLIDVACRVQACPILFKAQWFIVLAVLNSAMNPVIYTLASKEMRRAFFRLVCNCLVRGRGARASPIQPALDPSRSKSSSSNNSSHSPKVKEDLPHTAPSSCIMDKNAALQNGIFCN
ROMK primary: human ROMK K+ channel modulation, primary screen | 130,000 compounds, 2% hits | P48048 | B-score at 10 µM | Tet-inducible ROMK, thallium flux fluorescence; actives lie on both sides;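 active = signal ratio slope over the read window, or its plate-corrected B-score, at least 3 SD from the plate mean, either direction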;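 note: B-score of the F/F0 ratio slope over 7 to 12 s after thallium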
Target sequence (P48048 whole entry, looked up): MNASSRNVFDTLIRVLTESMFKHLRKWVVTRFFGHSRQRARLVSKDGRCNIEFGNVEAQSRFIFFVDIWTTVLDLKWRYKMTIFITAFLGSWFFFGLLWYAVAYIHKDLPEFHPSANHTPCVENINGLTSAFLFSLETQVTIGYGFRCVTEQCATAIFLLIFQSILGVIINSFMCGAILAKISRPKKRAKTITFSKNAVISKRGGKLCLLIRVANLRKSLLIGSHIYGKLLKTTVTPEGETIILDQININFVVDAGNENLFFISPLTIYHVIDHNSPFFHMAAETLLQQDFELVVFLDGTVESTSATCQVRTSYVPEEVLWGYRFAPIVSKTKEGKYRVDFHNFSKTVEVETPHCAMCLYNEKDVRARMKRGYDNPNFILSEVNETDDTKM
L major viab: reduces viability of Leishmania major promastigotes. resazurin fluorescence viability. inhibition, % at 10 µM. 200,000 compounds, 9% hits. AID 1063; in the data active = inhibition above about 50%;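 note: promastigotes grown with compound for 44 hours at 28 °C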
PPARg SRC1 recr: promotes SRC-1 coactivator recruitment by human PPARgamma | P37231 | PPARgamma-SRC-1 coactivator recruitment biochemical assay | activation, % at 8 µM | 200,000 compounds, 0.41% hits; in the data active = activation above about 19%;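 note: 0% = DMSO and 100% = reference agonist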
HMGR II inh: inhibitors of class II HMG-CoA reductase from Enterococcus faecalis. purified E. faecalis HMGR, NADPH absorbance 340 nm kinetic. inhibition, % at 10 µM. 190,000 compounds, 0.41% hits. AID 1066;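 active = inhibition above a set limit, the median over all tested compounds plus 3 SD, cut at about 9.5% in these data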;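 note: enzyme runs in reverse so mevalonate oxidation gives rising NADPH absorbance; 0% = complete reaction with DMSO and 100% = background rate lacking mevalonate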
Redox H2O2 prof: compounds producing H2O2 with reducing agent – biochemical, NIH compound library profiling, artefact control for MLSCN library redox annotation, primary screen. activation, % at 10 µM. DTT-dependent redox cycling H2O2, phenol red/HRP absorbance; 100% = 100 µM peroxide control, 0% = buffer. 200,000 compounds, 0.03% hits. AID 878;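 active = activation of at least 50% relative to the plate's high and low controls in the primary single-dose screen; inactive = activation below 50%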;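 note: compound incubated with DTT at 0.8 mM final as the reducing agent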
RAM network inh: yeast RAM network inhibition. S. cerevisiae dse1pr::URA3 reporter, 5-FOA growth OD615, 2 d; analog-sensitive cbk1-as2 kinase mutant strain. inhibition, % at 50 µM. 190,000 compounds, 1.8% hits. AID 868;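 active = inhibition above a set limit, 3 SD over mean compound inhibition, cut at about 8.4% in these data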;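 note: 0% = DMSO-only wells with no growth and 100% = 10 µM 1-NA-PP1 full growth; inhibition rescues growth on 5-FOA so higher OD means more RAM inhibition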
SRC2 TRFRET art: counter-screen for PPARgamma SRC-2 recruitment agonists: TR-FRET artefact | stronger effect = higher value | TR-FRET ratio at 8 µM | 200,000 compounds, 0.4% hits | AID 1049; in the data active = TR-FRET ratio above about 2000; note: inactives centre near 1500; reference of the scale not given here
bIAP inhibitor: intestinal alkaline phosphatase (bovine) inhibition. purified bovine IAP, CDP-star luminescence, 30 min. inhibition, % at 20 µM. 190,000 tested, under 10 active. AID 1019;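 active = over 50% inhibition of intestinal alkaline phosphatase at 20 µM in the single-dose screen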
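Assay system: bovine IAP enzyme; medium: DEA buffer 100 mM, pH 9.8, with MgCl2 1.0 mM, ZnCl2 0.02 mM; doses: 20 µM single dose; incubation: enzyme reaction for 30 min at room temperature; detection: CDP-star luminescence signal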
PPARg SRC-3 ag: PPARgamma-driven SRC-3 recruitment agonism; biochemical PPARgamma/SRC-3 coactivator recruitment assay; activation, % at 8 µM; 200,000 compounds, 0.26% hits; AID 731; in the data active = activation above about 23%;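 note: 0% = DMSO and 100% = reference agonist; some compounds past the cut are filed as inactive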
PPARg SRC2 recr: agonists of SRC-2 recruitment by human PPARgamma. PPARgamma LBD-SRC-2 recruitment, biochemical. activation, % at 8 µM. 200,000 compounds, 0.34% hits; in the data active = activation above about 22%;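 note: 0% = vehicle and 100% = reference agonist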
Numbers without * were called inactive.

How did CC(=O)c1ccc(NC(=O)c2ccc(S(=O)(=O)c3ccccc3)cc2)cc1 do in these assays?
S1P3 antagonist: 1; ROMK primary: 0.0092; L major viab: 28; PPARg SRC1 recr: 8; HMGR II inh: -6; Redox H2O2 prof: -0.4; RAM network inh: 0.8; SRC2 TRFRET art: 1659; bIAP inhibitor: 2; PPARg SRC-3 ag: 5; PPARg SRC2 recr: 2

Results for CCOC(=O)c1cn2c(C)cccc2n1 ?
S1P3 antagonist: 11; ROMK primary: -0.15; L major viab: -10; PPARg SRC1 recr: 9; HMGR II inh: -6; Redox H2O2 prof: -0.3; RAM network inh: 0.6; SRC2 TRFRET art: 1574; bIAP inhibitor: -11; PPARg SRC-3 ag: 4; PPARg SRC2 recr: 9

How did COC(=O)N/N=C\c1cc2c(cc1Br)OCO2 do in these assays?
S1P3 antagonist: -15; ROMK primary: -0.057; L major viab: 0; PPARg SRC1 recr: 6; HMGR II inh: -1; Redox H2O2 prof: -0.9; RAM network inh: 4.3; SRC2 TRFRET art: 1666; bIAP inhibitor: -13; PPARg SRC-3 ag: -2; PPARg SRC2 recr: -7

Results for CCOc1cc2[nH]c(=S)n(CCC(=O)NCc3ccc(OC)cc3)c(=O)c2cc1OCC ?
L major viab: -5; PPARg SRC1 recr: 2; HMGR II inh: 6; Redox H2O2 prof: 1.0; RAM network inh: 0.6; SRC2 TRFRET art: 1610; bIAP inhibitor: -3; PPARg SRC-3 ag: 3; PPARg SRC2 recr: 1

What do the screens show for `Cc1sc2nc(CSCC(=O)N(C)c3ccccc3)[nH]c(=O)c2c1C`?
S1P3 antagonist: 6; ROMK primary: -0.14; L major viab: 0; PPARg SRC1 recr: 2; HMGR II inh: 0; Redox H2O2 prof: -0.1; RAM network inh: 2.4; SRC2 TRFRET art: 1459; bIAP inhibitor: 12; PPARg SRC-3 ag: -1; PPARg SRC2 recr: -2

What do the screens show for `CCc1ccc(CN(C)Cc2nc(Cc3cccc(C(F)(F)F)c3)no2)nc1`?
S1P3 antagonist: -9; L major viab: 2; PPARg SRC1 recr: -2; HMGR II inh: -1; Redox H2O2 prof: -1.1; RAM network inh: 2.0; SRC2 TRFRET art: 1424; bIAP inhibitor: -15; PPARg SRC-3 ag: -5; PPARg SRC2 recr: 0

Results for O=C(/C=C/c1ccc(OC(F)F)cc1)OCC(=O)N1CCN(C(=O)c2ccco2)CC1 ?
S1P3 antagonist: 0; ROMK primary: -0.65; L major viab: 5; PPARg SRC1 recr: -2; HMGR II inh: -2; Redox H2O2 prof: 0.0; RAM network inh: 1.4; SRC2 TRFRET art: 1464; bIAP inhibitor: 2; PPARg SRC-3 ag: -4; PPARg SRC2 recr: -2

Results for CC(C)(C)C(=O)N1CCC(O)(CS(=O)(=O)c2ccc(Cl)c(Cl)c2)CC1 ?
S1P3 antagonist: -4; ROMK primary: -0.37; L major viab: -9; PPARg SRC1 recr: 3; HMGR II inh: 4; Redox H2O2 prof: -0.6; RAM network inh: 0.8; SRC2 TRFRET art: 1622; bIAP inhibitor: -12; PPARg SRC-3 ag: 7; PPARg SRC2 recr: 10

Results for Cc1c(C(=O)Nc2cccc(Cl)c2)oc2ccc(S(=O)(=O)N3CCC4(CC3)OCCO4)cc12 ?
ROMK primary: 0.39; L major viab: 52*; PPARg SRC1 recr: 4; HMGR II inh: -4; Redox H2O2 prof: -0.1; RAM network inh: 8.2; SRC2 TRFRET art: 1792; bIAP inhibitor: 1; PPARg SRC-3 ag: 3; PPARg SRC2 recr: -3

How did COc1ccccc1-n1c(C)nnc1SCC(=O)NCc1ccccc1 do in these assays?
ROMK primary: -0.23; L major viab: -4; PPARg SRC1 recr: 2; HMGR II inh: 0; Redox H2O2 prof: 0.8; RAM network inh: 0.8; SRC2 TRFRET art: 1639; bIAP inhibitor: 4; PPARg SRC-3 ag: 6; PPARg SRC2 recr: -2

What do the screens show for `O=C(Nc1nc(-c2ccc3c(c2)OCO3)cs1)C1CC1`?
S1P3 antagonist: -5; L major viab: 8; PPARg SRC1 recr: 5; HMGR II inh: -5; Redox H2O2 prof: 0.0; RAM network inh: 0.1; SRC2 TRFRET art: 1613; bIAP inhibitor: 24; PPARg SRC-3 ag: 6; PPARg SRC2 recr: 1

Results for NC(=O)Cc1nc2scc(-c3ccc(Cl)cc3)c2c(=O)[nH]1 ?
S1P3 antagonist: -19; ROMK primary: 0.0091; L major viab: 5; PPARg SRC1 recr: 13; HMGR II inh: -3; Redox H2O2 prof: -1.6; RAM network inh: 0.4; SRC2 TRFRET art: 1604; bIAP inhibitor: 6; PPARg SRC-3 ag: 6; PPARg SRC2 recr: 5

Results for O=C(O)CCCN1C(=O)NC2NC(=O)NC21 (stereo not drawn) ?
S1P3 antagonist: -23; L major viab: -5; PPARg SRC1 recr: 2; HMGR II inh: -1; Redox H2O2 prof: 1.7; RAM network inh: -0.8; SRC2 TRFRET art: 1635; bIAP inhibitor: 12; PPARg SRC-3 ag: 9; PPARg SRC2 recr: 1

Results for O=C(O)c1ccc(NCc2cccnc2)cc1 ?
S1P3 antagonist: -17; ROMK primary: 0.75; L major viab: -4; PPARg SRC1 recr: 1; HMGR II inh: -4; Redox H2O2 prof: 2.3; RAM network inh: -0.7; SRC2 TRFRET art: 1533; bIAP inhibitor: 6; PPARg SRC-3 ag: 0; PPARg SRC2 recr: 5

What do the screens show for `O=C(NCCOCCNC(=O)OCc1ccccc1)OCc1ccccc1`?
S1P3 antagonist: -18; ROMK primary: 0.69; L major viab: 26; PPARg SRC1 recr: -4; HMGR II inh: -5; Redox H2O2 prof: -0.4; RAM network inh: -1.3; SRC2 TRFRET art: 1592; bIAP inhibitor: -2; PPARg SRC-3 ag: 3; PPARg SRC2 recr: -5

What do the screens show for `CCc1cc2c(C)cc(=O)oc2cc1Oc1ncccc1[N+](=O)[O-]`?
S1P3 antagonist: -20; ROMK primary: -0.75; L major viab: -6; PPARg SRC1 recr: 8; HMGR II inh: -3; Redox H2O2 prof: -1.8; RAM network inh: 4.0; SRC2 TRFRET art: 1540; bIAP inhibitor: -22; PPARg SRC-3 ag: 2; PPARg SRC2 recr: 8

What do the screens show for `CC(C)=C(NC(=O)c1ccco1)C(=O)NCCc1nc2ccccc2[nH]1`?
S1P3 antagonist: 3; L major viab: -4; PPARg SRC1 recr: -1; HMGR II inh: 0; Redox H2O2 prof: -0.7; RAM network inh: 1.6; SRC2 TRFRET art: 1508; bIAP inhibitor: 4; PPARg SRC-3 ag: 3; PPARg SRC2 recr: 3

How did CC(=O)Nc1scc(-c2ccccc2)[n+]1-c1ccc(C)cc1 do in these assays?
S1P3 antagonist: -2; ROMK primary: 0.34; L major viab: 2; PPARg SRC1 recr: 1; HMGR II inh: -1; Redox H2O2 prof: -0.8; RAM network inh: -0.2; SRC2 TRFRET art: 1621; bIAP inhibitor: 8; PPARg SRC-3 ag: 2; PPARg SRC2 recr: 17

How did COC(=O)c1c(NC(=O)c2ccccc2)sc(C(=O)c2ccccc2)c1C do in these assays?
L major viab: 15; PPARg SRC1 recr: 9; HMGR II inh: -4; Redox H2O2 prof: 0.3; RAM network inh: 3.9; SRC2 TRFRET art: 1671; bIAP inhibitor: 4; PPARg SRC-3 ag: 3; PPARg SRC2 recr: 8

What do the screens show for `CSc1nc(-c2ccccc2)c(C#N)c(=O)n1C`?
S1P3 antagonist: -2; ROMK primary: -0.35; L major viab: -2; PPARg SRC1 recr: 8; HMGR II inh: 1; Redox H2O2 prof: 2.0; RAM network inh: 2.3; SRC2 TRFRET art: 1511; bIAP inhibitor: -26; PPARg SRC-3 ag: -4; PPARg SRC2 recr: 1

Results for Cc1ccc(C(=O)O/N=C(\c2ccccc2)c2ccncc2)cc1 ?
S1P3 antagonist: 7; L major viab: -7; PPARg SRC1 recr: -1; HMGR II inh: 0; Redox H2O2 prof: -1.9; RAM network inh: 4.8; SRC2 TRFRET art: 1460; bIAP inhibitor: 7; PPARg SRC-3 ag: 3; PPARg SRC2 recr: -10

What do the screens show for `O=C(NCc1ccc(F)cc1)c1noc2c1CCCCC2`?
S1P3 antagonist: 4; ROMK primary: -1.5; L major viab: -8; PPARg SRC1 recr: 3; HMGR II inh: 0; Redox H2O2 prof: -0.3; RAM network inh: 1.7; SRC2 TRFRET art: 1649; bIAP inhibitor: 9; PPARg SRC-3 ag: 8; PPARg SRC2 recr: 1

Quoted from the results shown, 5 compounds:
Results for Cc1c(C(=O)Nc2cccc(Cl)c2)oc2ccc(S(=O)(=O)N3CCC4(CC3)OCCO4)cc12 ?
ROMK primary: 0.39; L major viab: 52*; PPARg SRC1 recr: 4; HMGR II inh: -4; Redox H2O2 prof: -0.1; RAM network inh: 8.2; SRC2 TRFRET art: 1792; bIAP inhibitor: 1; PPARg SRC-3 ag: 3; PPARg SRC2 recr: -3

How did COc1ccccc1-n1c(C)nnc1SCC(=O)NCc1ccccc1 do in these assays?
ROMK primary: -0.23; L major viab: -4; PPARg SRC1 recr: 2; HMGR II inh: 0; Redox H2O2 prof: 0.8; RAM network inh: 0.8; SRC2 TRFRET art: 1639; bIAP inhibitor: 4; PPARg SRC-3 ag: 6; PPARg SRC2 recr: -2

What do the screens show for `O=C(Nc1nc(-c2ccc3c(c2)OCO3)cs1)C1CC1`?
S1P3 antagonist: -5; L major viab: 8; PPARg SRC1 recr: 5; HMGR II inh: -5; Redox H2O2 prof: 0.0; RAM network inh: 0.1; SRC2 TRFRET art: 1613; bIAP inhibitor: 24; PPARg SRC-3 ag: 6; PPARg SRC2 recr: 1

Results for NC(=O)Cc1nc2scc(-c3ccc(Cl)cc3)c2c(=O)[nH]1 ?
S1P3 antagonist: -19; ROMK primary: 0.0091; L major viab: 5; PPARg SRC1 recr: 13; HMGR II inh: -3; Redox H2O2 prof: -1.6; RAM network inh: 0.4; SRC2 TRFRET art: 1604; bIAP inhibitor: 6; PPARg SRC-3 ag: 6; PPARg SRC2 recr: 5

Results for O=C(O)CCCN1C(=O)NC2NC(=O)NC21 (stereo not drawn) ?
S1P3 antagonist: -23; L major viab: -5; PPARg SRC1 recr: 2; HMGR II inh: -1; Redox H2O2 prof: 1.7; RAM network inh: -0.8; SRC2 TRFRET art: 1635; bIAP inhibitor: 12; PPARg SRC-3 ag: 9; PPARg SRC2 recr: 1

Compound activity (PubChem)
